High-throughput results (PubChem)
RORgamma inh – ROR gamma (mouse) transcription inhibition. Drosophila S2 Gal4-RORgamma UAS-luciferase reporter, 20 h. Potency, µM (series often up to 53.6 µM), for inactives: top-dose activity change, negative = inhibition, usual class: inhibitors. actives 5.4% (n = 310,000); note: % is set by controls: 0 for no effect and ±100 for the full control effect; nearly all actives have a fitted effect of over 60% in size
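Stably transfected Drosophila Schneider cells are the test system, with ROR gamma fused to Gal4 and luciferase under UAS control; luminescence is read after 20 hr of 700 uM copper sulfate induction at ambient temperature.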
p53 reactivation – re-activators of mutant p53; H1299 p53-A138V BP100-luciferase reporter, luminescence, 24 h; Potency, µM (titrated, usually from 92.2 µM), without a hit: at the top dose activity change, positive = activation, actives largely listed as activators; actives 0.063% (n = 320,000); AID 504706; note: % of control where 0% means no effect; nearly all actives have a fitted effect of over 45% in size
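p53-null H1299 cells stably carrying temperature-sensitive p53-A138V and a BP100-luciferase reporter were pinned with compounds (4-point, 1:5 series) and held 24 hrs at 37 deg C. Luminescence was read 10 min after detection reagent.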
uPA generation – inhibitors of cell surface uPA generation | actives 0.31% (n = 330,000) | cell surface uPA generation assay, qHTS | Potency, µM (top dose mostly 38.3 µM), without a hit: at the highest dose activity change, negative = inhibition, hits mostly inhibitors; active = well fitted inhibition curve with a large enough effect; inconclusive = small, poorly fitted or top-dose-only effect; inactive = no such curve, though single readings can be large or run the other way; tested in mouse RAW 264.7 cells; note: % is set by controls: 0 for no effect and ±100 for the full control effect; nearly all actives have a fitted effect of over 55% in size
Rab9 prom act – activates the Rab9 promoter; Huh7 Rab9 promoter-luciferase reporter, luminescence, 24 h; actives 2.8% (n = 320,000); AID 485297; Potency, µM (highest dose often 9.22 µM), for the others: at the top dose activation, negative = inhibition, actives largely listed as activators; note: % of control where 0% means no effect; nearly all actives have a fitted effect of over 60% in size
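Using Huh7 cells stably transfected with Rab9 promoter–luciferase, compounds were incubated 24 h at 37 °C, 5% CO2; luciferase luminescence was read 10 min after reagent addition.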
BRCA1 expr act – increases BRCA1 expression. MCF7-BRCA1-FFLuc reporter, luminescence, 48 h; response scale: scaled: vehicle 0%, 10 µM genistein 100%. Potency, µM (top dose mostly 46.1 µM), for the others: top-dose activation, usual class: activators. actives 1.1% (n = 380,000); note: nearly all actives have a fitted effect of over 80% in size; some results filed as inactive show a strong effect at the top dose
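MCF7-BRCA1-FFLuc cells, 2000/well in phenol-red-free MEM, attached 2 h then treated 48 h at 37 C. Luciferase luminescence read 15 min after reagent; normalized to genistein maximum activation (10microM) and DMSO, concentration-response fitted.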
MBNL1 CUG block – blocks human MBNL1 binding to CUG repeat RNA; Potency, µM (series often up to 57.5 µM), for the others: at the highest dose activity change, negative = inhibition, hits mostly inhibitors; actives 0.036% (n = 280,000); TR-FRET MBNL1-His/biotin-(CUG)12 binding, 665/545 ratio; active = well fitted inhibition curve with a large enough effect in the signal ratio, with a control signal flat, not every such curve was filed as active; inconclusive = small, poorly fitted or top-dose-only effect, or effect the other way, or a change in a side signal; inactive = no such curve, though single readings can be large or run the other way; the % refers to the signal ratio; note: % is set by controls: 0 for no effect and ±100 for the full control effect
Target sequence (Q9NR56 whole entry, looked up): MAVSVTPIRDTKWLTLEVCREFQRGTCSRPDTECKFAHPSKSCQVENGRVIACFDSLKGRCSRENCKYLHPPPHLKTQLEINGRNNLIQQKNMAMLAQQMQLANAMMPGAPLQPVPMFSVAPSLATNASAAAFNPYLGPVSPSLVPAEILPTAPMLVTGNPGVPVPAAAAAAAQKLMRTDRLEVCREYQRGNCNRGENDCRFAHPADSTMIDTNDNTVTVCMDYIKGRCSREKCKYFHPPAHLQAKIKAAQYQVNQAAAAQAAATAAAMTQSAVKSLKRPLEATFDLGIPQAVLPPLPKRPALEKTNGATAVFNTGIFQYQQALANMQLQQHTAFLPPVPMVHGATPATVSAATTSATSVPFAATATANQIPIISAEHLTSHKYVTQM
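Compounds (final 92 nM to 58 uM) are added to His-tagged MBNL1 and biotin-(CUG)12, then terbium anti-His antibody and streptavidin-XL665 (5 nM final). After 60 min at room temperature, the 665/545 nm ratio is read.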
VP16 counter – counter-screen for ROR gamma inhibitors: Gal4-VP16 reporter; Drosophila S2 Gal4-VP16 UAS-luciferase, luminescence, 20 h; Potency, µM (series often up to 53.6 µM), inactives show at the highest dose activity, negative = inhibition, most hits filed as inhibitors; actives 3.5% (n = 310,000);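 note: Gal4-VP16 expression switched on by copper sulfate through the metallothionein promoter; % is set by controls: 0 for no effect and ±100 for the full control effect; nearly all actives have a fitted effect of over 50% in size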
ELG1 genotox – genotoxicity induction in ELG1-luciferase HEK293T cells; HEK293T ELG1-luciferase reporter, luminescence, 16 h; Potency, µM (top dose mostly 46 µM), inactives show top-dose activity change, positive = activation, hits mostly activators; actives 1.3% (n = 330,000); AID 504466; note: % of control where 0% means no effect; nearly all actives have a fitted effect of over 60% in size
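Quantitative HTS format in 1536-well plates. HEK293T ELG1-luciferase reporter cells receive test compound and are incubated 16 hr at 37 °C, 5% CO2; ONE-Glo added, 30 min room temperature, then luminescence read.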
FLuc modulator – firefly luciferase modulation, counter-screen for miR-21 project; purified FLuc, Km substrates, luminescence inhibition; P08659; AID 588342; Potency, µM (series often up to 57.5 µM), for the others: at the highest dose activity change, negative = inhibition, most hits filed as inhibitors; actives 6.9% (n = 360,000);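 note: plate controls were vehicle for no effect and reference inhibitor for full effect; nearly all actives have a fitted effect of over 55% in size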
Target sequence (P08659 whole entry, looked up): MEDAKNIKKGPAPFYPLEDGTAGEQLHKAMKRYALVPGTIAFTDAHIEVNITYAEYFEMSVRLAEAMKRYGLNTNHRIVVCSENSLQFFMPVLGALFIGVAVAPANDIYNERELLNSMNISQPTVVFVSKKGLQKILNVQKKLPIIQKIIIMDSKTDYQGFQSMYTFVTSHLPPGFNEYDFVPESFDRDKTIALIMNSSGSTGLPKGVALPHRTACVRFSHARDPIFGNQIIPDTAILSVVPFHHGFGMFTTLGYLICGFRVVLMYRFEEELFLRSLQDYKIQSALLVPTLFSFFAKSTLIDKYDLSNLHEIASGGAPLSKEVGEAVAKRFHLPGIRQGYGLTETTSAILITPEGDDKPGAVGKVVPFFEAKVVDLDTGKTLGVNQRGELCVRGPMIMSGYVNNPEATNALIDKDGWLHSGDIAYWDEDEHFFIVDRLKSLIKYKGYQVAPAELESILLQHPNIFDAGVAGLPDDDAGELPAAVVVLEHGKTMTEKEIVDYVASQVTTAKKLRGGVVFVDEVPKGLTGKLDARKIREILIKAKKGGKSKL
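Purified P. pyralis luciferase (10nM final) with 10uM D-luciferin and 10uM ATP (Km levels) in 50mM Tris acetate pH 7.5, 10mM Mg acetate, 0.01% Tween-20, 0.05% BSA; qHTS 6-point titration, ~60 µM downward; luminescence read.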
NPC1 promoter act – activates the NPC1 promoter | Huh7 NPC1 promoter luciferase reporter, 24 h | Potency, µM (series often up to 9.22 µM), for inactives: top-dose activation, hits mostly activators | actives 2.4% (n = 320,000) | AID 485313;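 note: % of control where 0% means no effect; nearly all actives have a fitted effect of over 60% in size; reporter is driven by a mutant NPC1 promoter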
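Stably transfected Huh7 (NPC1 promoter→luciferase), 1500 cells/well in Opti-MEM + 10% FBS, 2 h settle, then compound 24 h at 37 °C. Luminescence after 10 min with Amplite reagent.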
* hit, by the source's call; ? = inconclusive; · = no result given; [ ] = another dose, or the depositor's remark. Unless noted, calls come from the whole dose curve; as a rule, active = well fitted curve in the direction sought with a large enough effect; inconclusive = small, poorly fitted or top-dose-only effect, or another doubt; inactive = no such curve, though single readings can be large; an effect the other way counts as inactive or inconclusive. Potency is the fitted concentration of half-maximal effect. Compounds as they come. About 13% of those tested had a hit in this group.

SMILES	RORgamma inh	p53 reactivation	uPA generation	Rab9 prom act	BRCA1 expr act	MBNL1 CUG block	VP16 counter	ELG1 genotox	FLuc modulator	NPC1 promoter act
CCOC(=O)CCNC(=O)N1CCCC(N2CCN(c3ccc(OC)cc3)CC2)C1 (stereo not given)	9%[1.91 µM]	27%	-3%	-2%	-16%	-3%	-3%	-4%	0%	-2%
Cc1cc(C)cc(OCC(O)CN2CCC(CN3C(=O)c4cccc5cccc(c45)C3=O)CC2)c1 (stereo not given)	2%	2%	-16%	-2%	-48%	9%	-5%	1%	?	3%
Cc1ccc(-n2nc(CC#N)c(C#N)c2N)cc1	-20%	26%	0%	5%	0%	-4%	-6%	4%	-16%	5%
CC1(c2ccc(Cl)cc2)NC(=O)N(CC(=O)N2CCN(S(=O)(=O)c3ccccc3)CC2)C1=O (stereo not given)	·	4%	-2%	3%	-5%	·	·	-1%	14%	2%
O=C(COC(=O)c1ccc(S(=O)(=O)NCc2ccco2)cc1)Nc1ccccc1	·	9%	3%	2%	2%	·	·	1%	3%	-3%
CCOc1ccc(C(=O)C(C)=O)c(OCC)c1	1%	-3%	3%	-13%	-5%	0%	-4%	-1%	-1%	-1%
Fc1ccc(-c2n[nH]c(=S)n2/N=C/c2c[nH]c3ccccc23)cc1	?	-3%	1%	-3%	-30%	124%[activator]	0%	-2%	2%	-3%
O=c1cc(O)c(-c2ccccc2Cl)c(Cl)[nH]1	0%	3%	2%	2%	-16%	2%	0%	1%	-1%	1%
CCOc1ccccc1C1CC(=O)Nc2cc3c(cc21)OCCO3 (stereo not given)	14%	?	-13%	-10%	-92%	13%	?	3%	-1%	-19%
Cc1cnc(C(=O)OCC(=O)N2c3ccccc3CC2C)cn1 (stereo not given)	-9%	-2%	5%	9%	-11%	0%	-1%	7%	-3%	-4%

The closing two entries of the part above come first, to join the parts:
SMILES	RORgamma inh	p53 reactivation	uPA generation	Rab9 prom act	BRCA1 expr act	MBNL1 CUG block	VP16 counter	ELG1 genotox	FLuc modulator	NPC1 promoter act
CCOc1ccccc1C1CC(=O)Nc2cc3c(cc21)OCCO3 (stereo not given)	14%	?	-13%	-10%	-92%	13%	?	3%	-1%	-19%
Cc1cnc(C(=O)OCC(=O)N2c3ccccc3CC2C)cn1 (stereo not given)	-9%	-2%	5%	9%	-11%	0%	-1%	7%	-3%	-4%
O=C(O)CCC(=O)Nc1sc2c(c1C(=O)Nc1ccccc1)CCCCC2	1%	3%	3%	4%	-41%	-2%	1%	2%	?	-2%
COC(=O)CCCN=C1SCCN1Cc1ccccc1	-16%	-2%	5%	-4%	-22%	-3%	6%	5%	0%	-1%
COc1ccc(CCN2C(=O)/C(=C\c3ccco3)SC2=S)cc1OC	1%	5%	-2%	-1%	-82%	5%	-1%	-4%	-9%	-9%
CCN(C(=O)CSc1nnc(SC)s1)c1c(N)n(Cc2ccccc2)c(=O)[nH]c1=O	·	2%	-10%	-5%	11%	·	·	-2%	0%	0%
C=CCNC(=O)C(=O)N/N=C/c1ccco1	11%	-9%	6%	-3%	3%	14%	2%	1%	-2%	-2%
CC(C)N1C(=O)C(O)(C2COC(C)(C)CC2=O)c2ccccc21 (stereo not given)	-9%	3%	?	-10%	-8%	3%	-7%	0%	0%	2%
Cc1ccc(CCNC(=O)C2CCCN(S(=O)(=O)c3cnc[nH]3)C2)cc1 (stereo not given)	22%	-2%	6%	-5%	13%	3%	0%	-3%	2%	-5%
COc1ccc(CN2C(=O)NC3(CCOc4ccccc43)C2=O)cc1F (stereo not given)	?	-11%	-3%	10%	6%	2%	-4%	-1%	1%	-1%
COc1ccc(OC)c(NC(=O)C2CCN(S(C)(=O)=O)CC2)c1	-13%	-5%	1%	1%	-1%	-2%	-6%	-12%	2%	-2%
CCOC(=O)C1CCCN(C(=O)c2ccc(Cl)c(S(=O)(=O)N3CCCCC3)c2)C1 (stereo not given)	4%	-1%	4%	-4%	-9%	-9%	0%	-9%	2%	-3%
COc1ccc2oc(C(=O)OCC(=O)Nc3ccccc3OC)c(C)c2c1	·	8%	4%	5%	-51%	·	·	0%	7%	2%
Cc1ccccc1NC(=S)NCCc1ccccn1	16µM*	-2%	0%	2%	22%	6%	?	1%	0%	8%
Cc1cc(C)nc(NC2=NCC(=O)N2c2ccccc2)n1	-24%	5%	1%	-7%	2%	1%	-4%	-1%	6%	2%
Cc1cccc(-c2cc(=O)c(C(=O)O)cn2-c2ccc(F)cc2F)c1	-9%	4%	-4%	-5%	0%	-1%	1%	1%	1%	-1%
NC(=O)C1Cc2ccccc2CN1C(=O)c1cc(C2CC2)nn1-c1ccccc1 (stereo not given)	·	-4%	-1%	·	-23%	·	·	-3%	·	·
Cc1[nH]c(C)c(S(=O)(=O)Nc2ccc(F)cc2Cl)c1C(=O)N1CCCC1	-23%	4%	4%	-1%	0%	-13%	1%	0%	1%	-1%
COc1ccc(Cc2nnc(NC(=O)c3cccs3)s2)cc1OC	2%	-1%	-6%	1%	-22%	-5%	4%	0%	-14%	-1%
CCCCOc1ccc(N(CC(=O)NC2CCCC2)C(=O)CCC(=O)Nc2ccccn2)cc1	-4%	9%	-1%	-12%	-13%	1%	-13%	1%	2%	0%
C/C(=N/NC(=O)c1ccc(C)s1)c1ccncc1	10%	15%	-11%	?	?	7%	3%	?	?	?
Cc1c(C(=O)N2CCCC2)sc(NC(=O)c2ccc(Cl)cc2)c1C#N	?	9%	0%	6%	-22%	?	-15%	-5%	?	-6%
CS(=O)(=O)c1ccc2nnn(OCC(=O)Nc3ccc(Br)cc3Br)c2c1	-29%	-3%	6%	8%	-25%	·	19%	1%	-13%	-24%
O=C(O)CC(CC(=O)Nc1ccc(C(=O)O)cc1)c1ccccc1 (stereo not given)	45%	1%	3%	-1%	-10%	·	2%	-1%	3%	0%
O=C(N=C1SC2CS(=O)(=O)CC2N1c1ccc(Br)cc1Cl)C1CC1 (stereo not given)	0%	-3%	4%	-2%	-14%	-6%	-4%	2%	-1%	-3%
COc1cc(OC)c(OC)cc1/C=N/Nc1ncnc2c1[nH]c1ccc(C)cc12	-10%	2%	-1%	2%	-5%	-10%	-5%	15%	?	1%
COc1ccc(OC)c(NC(=O)CCN2CCN(Cc3ccccc3)CC2)c1	5%	-7%	7%	-2%	-3%	5%	3%	-2%	2%	3%
O=C(Cc1csc(-c2ccccc2)n1)Nc1ccc(C(F)(F)F)cc1	-3%	1%	9%	-5%	-53%	·	-21%	-2%	2%	0%
COCCN1CCC(CNCc2c(C(=O)N3CCCCC3)nc3c(C)cccn23)C1 (stereo not given)	39%	-4%	-5%	-6%	0%	5%	2%	0%	5%	-1%
Cc1ccc(C)c(OCCC(=O)OCC(=O)NC2CCCC2)c1	·	5%	4%	1%	4%	·	·	0%	1%	-1%
O=C(NNC(=O)c1cccc(S(=O)(=O)Nc2ccc(Cl)cc2)c1)c1ccc(=O)[nH]c1	·	1%	6%	-1%	10%	·	·	6%	0%	-2%
O=C(c1ccc2c(=O)n3c(nc2c1)CCCCC3)N1CCN(c2ccccc2)CC1	23%	-4%	1%	1%	-13%	·	-9%	-3%	-10%	-1%
COc1ccc(NC(=O)CN2C(=O)NC(C)(c3ccc(C)cc3)C2=O)c([N+](=O)[O-])c1 (stereo not given)	5%	2%	-5%	4%	-20%	?	6%	-5%	3%	1%
COc1cc(CCC(=O)N2CCN(c3cccc(C)c3C)CC2)cc(OC)c1OC	32%	-2%	2%	2%	-15%	-5%	2%	-8%	-1%	-4%
Cc1cc(C(=O)Nc2cccc3ccccc23)co1	15%	1%	-12%	5%	3%	4%	-7%	8%	2%	-6%
Cc1onc(-c2ccccc2)c1C(=O)Nc1ccc(S(=O)(=O)N2CCCCC2)cc1	10%	-20%	-2%	8%	-29%	-11%	1%	1%	4%	0%
CC1(C)Cc2nc3sc4c(=O)n(CC(=O)NCc5ccco5)cnc4c3cc2CO1	?	23%	·	25%	-16%	-11%	1%	?	?	-6%
Cc1ccn(CC(=O)N2CCCC(N3CCN(c4cccc(Cl)c4)CC3)C2)n1 (stereo not given)	14%	2%	-9%	16%	5%	-5%	-8%	1%	-7%	13%
CCOc1ccccc1NC(=O)C(OC(=O)c1ccc(CC)cc1)c1ccccc1 (stereo not given)	34%	2%	-2%	2%	-21%	1%	-15%	-3%	3%	-4%
COc1ccc2[nH]c3c(=O)n(CCCC(=O)NC4CCC(C)CC4)c(=S)[nH]c3c2c1 (stereo not given)	-10%	12%	-4%	-4%	-13%	0%	-1%	6%	0%	-1%
O=C(N/N=C/c1ccc(F)cc1)c1ccc(-n2cnnn2)cc1	·	3%	-4%	0%	-21%	·	·	0%	?	-2%
O=C(Cc1ccc(F)cc1)NCCc1cnc[nH]1	-7%	-2%	1%	-2%	0%	4%	0%	-2%	0%	1%
